# Bioassay records: PubChem BioAssay, National Center for Advancing Translational Sciences (NCATS)
# RXFP1 antagonist = blocks the human relaxin receptor RXFP1 | activity change, negative = inhibition, % at 57.5 µM | AID 1259400 | actives 0.59% (n = 350,000) | HEK293-RXFP1, relaxin-stimulated cAMP HTRF, 30 min; active compounds read low;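 active = activity change of -60% or lower, but not beyond a set lower limit; inconclusive = change between -60% and -40%, or beyond the set limit; inactive = change above -40%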; note: % is set by controls: 0 for no effect and ±100 for the full control effect
# TRHR ag = activates the human TRH receptor; actives 0.18% (n = 360,000); P34981; activation, % at 2 µM; TRHR cells, calcium flux fluo-8, FDSS agonist mode; note: 0% is about no effect
# Target sequence (P34981 whole entry, looked up): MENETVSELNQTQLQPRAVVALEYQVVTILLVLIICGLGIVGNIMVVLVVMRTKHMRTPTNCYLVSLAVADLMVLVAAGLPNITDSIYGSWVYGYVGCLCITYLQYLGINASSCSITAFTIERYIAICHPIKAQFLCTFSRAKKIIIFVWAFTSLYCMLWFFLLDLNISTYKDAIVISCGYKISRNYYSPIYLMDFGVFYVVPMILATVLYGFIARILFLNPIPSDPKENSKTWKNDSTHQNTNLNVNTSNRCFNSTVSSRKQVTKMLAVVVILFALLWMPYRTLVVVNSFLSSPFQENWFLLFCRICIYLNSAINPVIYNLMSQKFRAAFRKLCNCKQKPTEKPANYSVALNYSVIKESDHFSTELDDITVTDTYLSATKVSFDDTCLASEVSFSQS
#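 TRHR-expressing cells loaded with fluo-8 calcium dye; 23 nL library compound pin-transferred, kinetic FDSS fluorescence (Ex 480/Em 530) recorded about 180 s for agonist-induced calcium release, before a 10 nM TRH EC20 addition for potentiator mode.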
# D1 agonist = activates the human D1 dopamine receptor; P21728; HEK293 T-REx D1 cells, calcium flux, agonist mode; activation, % at 2 µM; actives 1% (n = 360,000); note: 0% is about no effect
# Target sequence (P21728 whole entry, looked up): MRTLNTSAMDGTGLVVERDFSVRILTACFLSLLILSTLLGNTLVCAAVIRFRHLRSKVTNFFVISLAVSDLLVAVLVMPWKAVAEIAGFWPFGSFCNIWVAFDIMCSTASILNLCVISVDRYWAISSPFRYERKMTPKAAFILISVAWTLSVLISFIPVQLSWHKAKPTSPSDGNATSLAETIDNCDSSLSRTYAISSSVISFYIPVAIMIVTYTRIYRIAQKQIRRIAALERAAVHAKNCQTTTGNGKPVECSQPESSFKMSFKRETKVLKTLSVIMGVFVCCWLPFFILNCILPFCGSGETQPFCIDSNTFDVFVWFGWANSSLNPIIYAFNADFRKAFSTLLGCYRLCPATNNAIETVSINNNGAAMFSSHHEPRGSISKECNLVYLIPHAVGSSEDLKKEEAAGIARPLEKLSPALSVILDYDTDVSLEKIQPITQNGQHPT
#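 Tetracycline-induced HEK293 TREx D1 cells, force-coupled to calcium signalling, were dye-loaded with a no-wash calcium kit. Compound was pin-added after a 10 s baseline. Fluorescence was read kinetically at 1 cycle/s for 180 s, with calcium rises flagged as agonism.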
# D2 antagonist = antagonizes the human D2 dopamine receptor; inhibition, % at 10 µM; P14416; actives 2% (n = 340,000); HEK293 TREx D2 cells, calcium flux, dopamine EC80; in the data active = inhibition above about 30%; note: 0% is about no effect
#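 Calcium flux kinetic readout in an inducible HEK293 TREx D2 line plated overnight at 30 C. After 180 s compound exposure, an EC80 dopamine challenge follows with another 180 s kinetic read to detect antagonism.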
# D1 PAM = potentiators of human D1 dopamine receptor. P21728. HEK293 TREx D1 cells, calcium flux, dopamine EC20 potentiation. potentiation, % at 10 µM. actives 0.036% (n = 360,000); in the data active = potentiation above about 30%; note: 0% is about no effect
# D1 antag = blocks dopamine activation of the human D1 receptor | P21728 | HEK293 TREx D1 cells, calcium flux, dopamine EC80; active compounds read low | activity change, negative = inhibition, % at 10 µM | actives 3.2% (n = 360,000) | AID 504652; in the data active = activity change below about -30%; note: % is set by controls: 0 for no effect and ±100 for the full control effect
#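 HEK293 T-REx cells expressing inducible, force-coupled D1 receptor; no-wash Ca dye, 30–90 min RT. Cmpd → 180 s read at 1 Hz → EC80 DA → 180 s read.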
# D2 ag = agonists of human D2 dopamine receptor. P14416. HEK293 T-REx D2 cells, calcium flux agonist mode. activation, % at 2 µM. actives 0.53% (n = 340,000);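 active = activation over 3 SD above normal in the single-dose calcium agonist read, cut at about 30% in these data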; note: 0% is about no effect
#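 HEK293 Trex D2 cells, tetracycline-induced, o/n 30 C 5% CO2; no-wash Ca dye, RT 30–90 min; 10-cycle baseline, 23 nl cpd added, kinetic Ca read 180 s; agonist hits = positive Ca response.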
# TRHR PAM = allosteric enhancers of human TRH receptor; P34981; TRHR cells, fluo-8 calcium fluorescence, EC20 TRH enhancement; enhancement, % at 2 µM; actives 0.66% (n = 360,000); AID 493056; in the data active = enhancement above about 30%; note: 0% is about no effect
#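 TRHR-expressing cells loaded with fluo-8 calcium dye were read kinetically (ex 480/em 530) during compound addition, then stimulated with an EC20 of TRH (10 nM final). Enhancement of the Gq-mediated intracellular calcium response was scored.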
# D2 potentiator = positively modulates the human D2 dopamine receptor allosterically; P14416; HEK293 T-REx D2, calcium flux, EC20 dopamine potentiation; potentiation, % at 10 µM; actives 0.34% (n = 340,000); AID 485347;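 active = potentiation over 3 SD above the plate norm, cut at about 30% in these data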; note: 0% is about no effect
#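 Cells plated with tetracycline inducer and held overnight at 30 C; calcium dye loaded 30–90 min at room temperature; baseline taken, compound added and read 180 s; EC20 dopamine then added and read 180 s.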
# Starred values were filed as active, the others as inactive; ? = inconclusive; / = no result given; & = joins results of further samples. Cut-off read from the data, not from the text of the source, unless noted: active = activation above about 30%; inactive = the rest.
entry	molecule	RXFP1 antagonist	TRHR PAM	D1 antag	D2 potentiator	D2 ag	D1 agonist	D1 PAM	D2 antagonist	TRHR ag
1	O=C(Nc1nc2ccc([N+](=O)[O-])cc2s1)c1ccco1	/	-6	-10	-6	-0.5	6	-3	-6	1.4
2	O=C(CN1CCCCC1)Nc1nc(-c2ccccc2)cs1	-9	0	-8	13	0.6	0	-1	-13	0.3
3	Cc1cc(NC(=O)Cn2c(=O)oc3ccc(Cl)cc32)no1	7	-6	-2	3	0.2	2	-4	16	-0.5
4	CN(Cc1ccccc1Cl)C(=O)c1cc2ccccc2o1	-5	-4	-1	6	-1.4	-3	-2	13	-1.1
5	CC(NC(=S)NC(=O)c1ccccc1Br)c1ccccc1 (stereo not drawn)	-11	47*	21	15	0.6	2	-4	-3	-0.2
6	Cn1nnc(NC(=O)CSc2ccc(Cl)cc2)n1	3	-3	5	8	0.0	2	2	40*	-0.5
7	CCOc1ccc(N(CC(=O)Nc2ccccc2CC)S(=O)(=O)c2c(C)noc2C)cc1	-29	-7	-12	6	0.3	2	1	/	-0.3
8	CCCn1c(=O)c(C(=O)Nc2cnccn2)c(O)c2ccccc21	/	-3	7	-12	0.8	1	-1	3	0.0
9	CCN(CC(=O)Nc1ccc(NC(C)=O)cc1)C(=O)c1cc2ccccc2oc1=O	1	3	-18	-2	-0.1	3	-1	5	-0.3
10	COC(=O)c1ccc(/C=N/NC(=O)c2cccc(F)c2)cc1	-21	16	2	2	1.0	0	3	5	-0.2
11	Fc1ccc(NC(=S)Nc2nccs2)cc1	1	0	-28	9	-0.2	19	-4	8	1.4
12	CC1CCN(S(=O)(=O)c2ccc(NC(=O)CSc3nnnn3C)cc2)CC1	4	0	7	0	-0.4	2	-8	2	0.6
13	Cc1c(C(=O)Nc2nccs2)oc2c(Cl)cccc12	-9	-10	-16	-4	-0.1	1	-2	-13	-0.5
14	Cc1ccc(Cl)cc1NC(=O)c1oc2ccc(S(=O)(=O)N3CCCCCC3)cc2c1C	-13	7	-1	11	0.0	-2	0	/	0.4
15	Cc1ccc(CNC(=O)CNC(=S)N(Cc2ccccc2)Cc2ccccc2F)cc1	-17	4	-30*	6	0.4	6	-14	16	0.9
16	CCOC(=O)N1CCN(c2nc3ccccn3c(=O)c2C=O)CC1	-4	8	8	-2	0.3	-1	11	-20	-0.1
17	Cc1ccc2c(Cl)cc(Cl)c(OCC(=O)N3CCCC3)c2n1	-12	-6	-29	-4	6.6	2	7	-1	-0.2
18	CCCc1ccc(S(=O)(=O)N(C)S(=O)(=O)c2ccc(F)cc2)cc1	3	4	-6	-12	0.0	10	-1	0	1.2
19	Cc1ccc(C)c(N2CCN(C(=O)c3cc(C)nc4c3c(C)nn4-c3ccccc3)CC2)c1	-15	-5	14	6	0.9	1	-5	/	1.0
20	O=S(=O)(NCc1ccccc1)c1cccc2nsnc12	-5	1	10	-4	-0.2	4	1	-5	-0.8

# Among those listed so far, 2 contain an aryl thioether with sulfur outside any ring.
entry	molecule	RXFP1 antagonist	TRHR PAM	D1 antag	D2 potentiator	D2 ag	D1 agonist	D1 PAM	D2 antagonist	TRHR ag
6	Cn1nnc(NC(=O)CSc2ccc(Cl)cc2)n1	3	-3	5	8	0.0	2	2	40*	-0.5
12	CC1CCN(S(=O)(=O)c2ccc(NC(=O)CSc3nnnn3C)cc2)CC1	4	0	7	0	-0.4	2	-8	2	0.6

# The listing continues.
entry	molecule	RXFP1 antagonist	TRHR PAM	D1 antag	D2 potentiator	D2 ag	D1 agonist	D1 PAM	D2 antagonist	TRHR ag
21	Cc1c(C(=O)NCCSCc2c(F)cccc2Cl)cnn1-c1ccc(F)cc1	-18	-4	1	-3	/	13	-1	/	0.4
22	CCc1nn(CC(=O)NCCCOC)c(=O)c2cc3occc3n12	/	8	-14	15	/	0	-3	/	-1.5
23	CSc1nc2ccccc2s1	/	4	-4	-4	0.7	0	0	13	-0.1
24	CCOC(=O)/C(=N\Nc1ccccc1[N+](=O)[O-])c1csc(Nc2ccccc2)n1	16	-16	-12	-11	0.1	2	0	-8	0.0
25	COc1ccccc1C(=O)Nc1ccc2c(c1)nc(CN1CCCCC1)n2C	-2	3&3	0&0	12&-4	0.5&0.1	-1&0	-3&-2	-34	-0.5&-0.7
26	Cc1cc(C)c(C)c(S(=O)(=O)NCC(=O)Nc2sc3c(c2C(N)=O)CCCC3)c1C	-1	14	-5	11	-0.5	2	0	19	0.8
27	CCn1c(SCC(=O)Nc2nccs2)nnc1C1CC1	-4	3	6	/	/	2	8	/	-0.3
28	COc1cc(NC(=O)CSc2nc3ccccc3cc2Cc2ccccc2)cc(OC)c1	-9	8	29	6	0.4	10	1	6	0.8
29	COc1ccc(C2NCCC3(O)CCCCC23)c(OC)c1OC (stereo not drawn)	2	-2	-9	-9	/	2	0	/	-0.1
30	CC(=O)c1cccc(NC(=O)C2CC(=O)N(c3cccc(C)c3C)C2)c1 (stereo not drawn)	8	-2	6	3	0.0	5	-6	-3	0.0
31	COc1ccc(NC(=O)C2(c3cccs3)CCOCC2)cc1	18	0	12	4	0.3	2	-4	-10	-0.2
32	O=C(CSCCc1ccccn1)Nc1cccnc1	-7	22	2	-10	1.5	5	1	1	1.5
33	c1ccc2c(c1)CCN(Cc1nnnn1Cc1ccc3c(c1)OCO3)C2	-7	-3	-1	-24	68*	2	-2	24	0.0
34	O=C(CSc1nnc(Cc2cccs2)n1CCc1ccccc1)N1CCCc2ccccc21	23	3	26	6	0.0	4	5	22	-0.4
35	Cc1ccc(CS(=O)Cc2ccc(C(=O)NCc3ccccc3)o2)cc1 (stereo not drawn)	5	-3	-9	-4	1.4	4	6	-9	0.3
36	COC(=O)c1ccccc1NC(=O)c1ccc(-c2nc(CSc3ccc(C)cc3)c(C)o2)cc1	/	-2	-8	-3	-0.9	3	-2	/	0.0
37	Cc1ccc(Cn2ccc(NC(=O)c3nn(C)cc3Cl)n2)cc1	-6	0	-1	-2	0.0	3	-3	16	0.0
38	COC(=O)C1CN(C(=O)COc2cc(C)cc(C)c2)c2ccccc2O1 (stereo not drawn)	-9	-9	-4	-10	-0.6	7	-2	8	-1.1
39	CCC(=O)NCCc1nc2cc(NC(=O)c3ccc(OC)cc3)ccc2n1C	-6	11	7	-4	0.1	-1	-3	8	0.3
40	CCN1CCN(c2ccc(S(=O)(=O)N3CCOCC3)cc2NC(=O)c2ccc(F)cc2Cl)CC1	-3	-22	0	-10	/	11	1	/	0.2
41	CC(C)COc1ccc(-c2nnc(-c3ccncc3)o2)cc1	-1	-3	3	-3	1.7	1	-7	-10	-0.8
42	Cn1c(=O)n(Cc2ccccc2)c(=O)c2c1nc1n2CCCN1CCc1ccccc1	7	-4	-17	8	-2.2	-1	-8	-4	-0.5
43	CCn1c(SCC(=O)N2CCCCC2)nc(O)cc1=O	0	8	-5	-16	14	-1	-7	-6	-0.2
44	O=C1Nc2ccc(Br)cc2C1Cc1ccccc1F (stereo not drawn)	14	14	-1	8	-0.7	4	3	-15	1.4
45	O=C(COc1ccc(S(=O)(=O)NC2CCCCC2)cc1)NC1CCCC1	2	1	-43*	-3	0.2	4	-2	3	-1.0
46	Cc1cccnc1NC(=O)CN1C(=O)COc2ccc(Cl)cc21	-1	-4	2	-1	0.4	3	-2	1	-0.1
47	CCCCC#Cc1cncc(C(=O)NN)c1	-26	6	-54*	-2	0.3	3	-3	-9	1.5
48	COc1cc2c(cc1NC(=S)Nc1cccc3ccccc13)oc1ccccc12	-14	2	6	-4	-0.4	1	3	-7	-0.4
49	Cc1ccccc1CNC(=O)Cn1c(C)c2cnn(-c3ccccc3)c(=O)c2c1C	5	1	-8	16	-0.5	4	-2	/	-0.1
50	Cc1ccc(C)c(OCCn2c(CCNC(=O)C3CCCCC3)nc3ccccc32)c1	/	-4	3	23	-0.1	-2	-2	/	-0.9
51	CCc1ccc(C(CNc2nc(C(F)(F)F)nc3ccccc23)N(C)C)cc1 (stereo not drawn)	?	22	27	5	-0.4	21	-11	-10	-2.0
52	COC(=O)C(NC(=O)CCc1c(C)nc2ncnn2c1C)C(C)C (stereo not drawn)	3	11	0	10	0.4	2	-4	1	0.7
53	O=C(CCCOc1ccc(Cl)cc1Cl)NNC(=O)C1CCC1	11	0	0	3	-0.3	-3	-4	18	0.5
54	Cc1nn(C)c(C)c1S(=O)(=O)N1CCCC(C(=O)NC2CCCCC2)C1 (stereo not drawn)	0	-7	9	-2	0.2	2	-3	-14	0.6
55	O=C(CN1CCN(c2ccccn2)CC1)NCc1cccs1	1	17	-18	19	18	0	-5	11	-0.7
56	COc1ccccc1N1CCN(C(c2ccccc2Cl)c2nnnn2C(C)(C)C)CC1 (stereo not drawn)	-12	17	10	9	0.0	3	0	-7	-0.2
57	O=C(NNC(=O)c1cc2cc(Br)ccc2oc1=O)c1ccc(O)cc1O	-4	-4	-3	/	/	0	-4	/	-0.1
58	O=C(CCSc1ccccc1)Nc1ncccn1	-12	0	-2	-3	-0.4	2	-4	23	0.7
59	CCOC(=O)N1CCN(C(=O)COc2ccc([N+](=O)[O-])cc2)CC1	-13	-2	6	-6	8.2	2	1	-13	0.4
60	O=C(NCCc1ccccc1)c1cccc(N2CCCC2=O)c1	12	-2	3	-8	-0.2	1	1	1	-0.1

# The last three records of the part before lead into the next.
entry	molecule	RXFP1 antagonist	TRHR PAM	D1 antag	D2 potentiator	D2 ag	D1 agonist	D1 PAM	D2 antagonist	TRHR ag
58	O=C(CCSc1ccccc1)Nc1ncccn1	-12	0	-2	-3	-0.4	2	-4	23	0.7
59	CCOC(=O)N1CCN(C(=O)COc2ccc([N+](=O)[O-])cc2)CC1	-13	-2	6	-6	8.2	2	1	-13	0.4
60	O=C(NCCc1ccccc1)c1cccc(N2CCCC2=O)c1	12	-2	3	-8	-0.2	1	1	1	-0.1
61	CS(=O)(=O)N(CC(=O)N1CCOCC1)c1ccccc1Br	-5	-4	-3	5	-0.8	2	-4	-9	0.4
62	COC(=O)c1ccccc1Nc1ccccc1	-15	4	10	5	-0.6	1	2	4	-0.1
63	O=c1c2c([N+](=O)[O-])cc([N+](=O)[O-])cc2nc2ccccn12	10	-2	0	10	0.4	-2	6	-33	-0.1
64	O=C(CSc1nnc(-c2ccccc2O)o1)N1CCOCC1	3	-1	4	-4	1.5	2	-3	-20	-0.2
65	CCCC(C)NC(=O)c1ccc(-c2ccccc2)cc1 (stereo not drawn)	/	-5	4	6	0.7	3	2	6	0.2
66	O=C1CCC(C(=O)Nc2ccc([N+](=O)[O-])cc2)N1 (stereo not drawn)	1	9	-3	12	0.4	1	3	12	0.0
67	O=C(O)Cc1c[nH]c2cccc(O)c12	/	-2	12	0	-0.3	4	-4	-5	-0.1
68	Cc1cccc(NC(=O)Cn2c(=O)n(Cc3ccc(C(=O)NCc4ccc5c(c4)OCO5)cc3)c(=O)c3ccccc32)c1	/	7	1	-7	-0.5	10	0	/	3.6

# Hits appear at their usual frequency; 7.3% or so of the library scored in one or more.
